High-throughput results (PubChem)
LMNA splice mod = LMNA splicing modulation | HeLa LMNA splicing GFP/RFP minigene ratio, 48 h | Potency, µM (series often up to 46.1 µM), without a hit: top-dose ratio change, negative = inhibition, hits mostly inhibitors | 200,000 compounds, 0.01% hits; active = well fitted inhibition curve with a large enough effect in the signal ratio, with a control signal flat, not every such curve was filed as active; inconclusive = small, poorly fitted or top-dose-only effect, or effect the other way, or a change in a side signal; the % refers to the signal ratio; note: % is set by controls: 0 for no effect and ±100 for the full control effect
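S3 HeLa cells stably expressing lamin A-EGFP splicing minigene plus DsRed2, 600 cells/well, 48 h compound exposure at 37C. Laser-scanning cytometry; analysed as GFP (500-530 nm)/RFP (575-640 nm) total intensity ratio; 0.5% DMSO vehicle.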
RECQ1 helicase = RECQ1 (human) helicase inhibition | 240,000 compounds, 0.54% hits | RECQ1 DNA unwinding, red fluorescence kinetic read | Potency, µM (doses to about 57.3 µM), inactives show at the highest dose activity, negative = inhibition, most hits filed as inhibitors;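 note: plate controls were vehicle for no effect and no enzyme for full effect; nearly all actives have a fitted effect of over 30% in size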
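50 nM RECQ1T1 preincubated 15 min with compound in Tris pH 8.0 buffer with MgCl2, DTT, Tween-20 and 2.5 ug/ml poly(dI-dC); started with 200 nM TAMRA/BHQ-2 forked duplex and 2 mM ATP. Unwinding read as fluorescence (525/598 nm), two reads 2 h apart.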
TR SRC2 fluor cs = Texas Red fluorescence interference in TRb-SRC2 counter-screen; 280,000 compounds, 0.29% hits; Potency, µM (doses to about 106 µM), inactives show at the highest dose fluorescence change, negative = quenching; TRb/SRC2 Texas Red total fluorescence interference; active = well fitted curve in either direction with a large enough effect; inconclusive = small, poorly fitted or top-dose-only effect; note: % is set by controls: 0 for no effect and ±100 for the full control effect
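Human TRβ ligand-binding domain (0.6 uM) and Texas Red SRC2 peptide (20 nM) in Tris buffer with 1 uM T3 and 5% DMSO were incubated with pinned compound for 5 hr at ambient temperature. Total fluorescence was computed as S + 2P (555/632 nm).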
SMN2 splice enh = enhancers of SMN2 splice variant expression; HEK293 SMN2-luciferase splicing reporter, luminescence, 30-36 h; Potency, µM (series often up to 46.1 µM), without a hit: top-dose activity change, positive = activation, usual class: activators; 210,000 compounds, 2.8% hits; AID 1458; note: % of control where 0% means no effect; nearly all actives have a fitted effect of over 55% in size
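qHTS luciferase splicing reporter: luminescence rises when SMN2 exon 7 is included in transfected HEK293 cells. Compound exposure lasted 30-36 h at 37C, with 4.5 mM final sodium butyrate as control, followed by a ONE-Glo read.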
TRb-SRC2 inh = inhibitors of human thyroid hormone receptor beta-SRC2 interaction; P10828; TRbeta-SRC2 peptide binding, fluorescence polarization; receptor liganded with 1 µM T3; Potency, µM (titrated, usually from 106 µM), for the others: at the top dose activity change, negative = inhibition, most hits filed as inhibitors; 280,000 compounds, 0.065% hits; AID 1469;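 note: plate controls were bound peptide for no effect and peptide without receptor for full effect; nearly all actives have a fitted effect of over 50% in size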
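Decrease in fluorescence polarization of 20 nM Texas Red SRC2 coactivator peptide flagged inhibition of its binding to 0.6 uM TRb LBD; 1 uM T3 included, incubation 5 hr, ex 555/em 632 nm.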
JMJD2E inh = blocks human JMJD2E demethylase activity. B2RXH2. JMJD2E catalytic domain, FDH-coupled NADH fluorescence (FDH is formaldehyde dehydrogenase). Potency, µM (highest dose often 57.1 µM), for the others: top-dose activity change, negative = inhibition, usual class: inhibitors. 230,000 compounds, 1.6% hits; active = well fitted inhibition curve with a large enough effect, not every such curve was filed as active; inconclusive = small, poorly fitted or top-dose-only effect, or another doubt; inactive = no such curve, though single readings can be large or run the other way;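 note: 0% = wells with enzyme and -100% = buffer wells without enzyme; nearly all actives have a fitted effect of over 50% in size; many of its hits are not listed in these tables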
GoLoco inh red = RGS12 GoLoco-Gai1 interaction inhibition; P63096; Gai1:RGS12 GoLoco peptide FP, rhodamine, 10 min; Potency, µM (doses to about 61.6 µM), inactives show at the highest dose activity, negative = inhibition, usual class: inhibitors; 230,000 compounds, 0.44% hits; AID 880; active = well fitted inhibition curve with a large enough effect, not every such curve was filed as active; inactive = no such curve, though single readings can be large or run the other way; note: % is set by controls: 0 for no effect and ±100 for the full control effect; nearly all actives have a fitted effect of over 30% in size; many of its hits are not listed in these tables
Target sequence (P63096 whole entry, looked up): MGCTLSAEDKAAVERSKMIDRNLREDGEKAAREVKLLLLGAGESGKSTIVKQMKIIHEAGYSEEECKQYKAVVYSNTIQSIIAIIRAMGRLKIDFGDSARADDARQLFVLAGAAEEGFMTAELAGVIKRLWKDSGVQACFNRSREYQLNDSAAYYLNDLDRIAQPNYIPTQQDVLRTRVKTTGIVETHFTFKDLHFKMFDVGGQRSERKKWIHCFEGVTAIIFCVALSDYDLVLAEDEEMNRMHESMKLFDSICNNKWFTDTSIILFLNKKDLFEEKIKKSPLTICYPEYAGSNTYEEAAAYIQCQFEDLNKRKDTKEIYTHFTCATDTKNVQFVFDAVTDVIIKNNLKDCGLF
ALDH1A1 inh = inhibitors of human aldehyde dehydrogenase 1A1. P00352. Purified ALDH1A1, NADH fluorescence, propionaldehyde substrate. Potency, µM (top dose mostly 75.3 µM), for inactives: at the highest dose activity, negative = inhibition, usual class: inhibitors. 220,000 compounds, 7.3% hits; active = well fitted inhibition curve with a large enough effect, not every such curve was filed as active; inconclusive = small, poorly fitted or top-dose-only effect, or another doubt; inactive = no such curve, though single readings can be large or run the other way;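 note: plate controls were no enzyme wells and a reference inhibitor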
Target sequence (P00352 whole entry, looked up): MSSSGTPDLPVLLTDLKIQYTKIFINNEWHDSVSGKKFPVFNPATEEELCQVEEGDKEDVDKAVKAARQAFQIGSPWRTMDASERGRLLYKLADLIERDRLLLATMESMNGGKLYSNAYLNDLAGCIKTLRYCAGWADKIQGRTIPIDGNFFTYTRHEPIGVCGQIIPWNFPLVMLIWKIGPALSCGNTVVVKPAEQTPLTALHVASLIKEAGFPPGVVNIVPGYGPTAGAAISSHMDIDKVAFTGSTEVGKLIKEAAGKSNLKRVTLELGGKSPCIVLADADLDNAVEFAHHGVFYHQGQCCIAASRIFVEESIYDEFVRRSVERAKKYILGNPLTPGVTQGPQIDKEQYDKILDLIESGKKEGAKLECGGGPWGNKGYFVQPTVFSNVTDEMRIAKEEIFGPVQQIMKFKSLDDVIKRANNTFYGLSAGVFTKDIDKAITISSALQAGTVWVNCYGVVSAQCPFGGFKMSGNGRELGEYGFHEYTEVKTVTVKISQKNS
Active calls of the source: *; i = inactive; ? = inconclusive; . = not tested or not shown; [ ] = another dose, or the depositor's remark. Unless noted, calls come from the whole dose curve; as a rule, active = well fitted curve in the direction sought with a large enough effect; inconclusive = small, poorly fitted or top-dose-only effect, or another doubt; inactive = no such curve, though single readings can be large; an effect the other way counts as inactive or inconclusive. Potency is the fitted concentration of half-maximal effect. Not all compounds are listed; count on the stated rates, not on these rows.

SMILES	LMNA splice mod	RECQ1 helicase	TR SRC2 fluor cs	SMN2 splice enh	TRb-SRC2 inh	JMJD2E inh	GoLoco inh red	ALDH1A1 inh
O=c1cc(-c2ccccc2)c2cc(Cl)c(O)c(CN3CCOCC3)c2o1	.	-2%	-7%	.	1%	?	1%	.
O=S1(=O)N=C(N2CCN(Cc3ccc4c(c3)OCO4)CC2)c2ccccc21	-1%	-6%	1%	-10%	2%	3%	-2%	37%[activator]
O=C(CSc1nnnn1CCCO)Nc1ccc2c(c1)OCO2	.	-15%	-2%	7%	6%	0%	-4%	?
CC(=O)c1cnc2c(-c3ccc(Cl)cc3)cnn2c1C	-6%	i	1%	13µM*	-4%	-17%	4%	-2%
O=C(CSc1ccc(Cl)cc1Cl)N1CCC(c2nc3ccccc3s2)CC1	?	-10%	1%	.	-4%	-1%	1%	-17%
Cn1c(=O)cc(OCC(=O)N2CCC(N3CCCCC3)CC2)c2ccccc21	-16%	-4%	-1%	?	-12%	-4%	-6%	4%
FC(F)(F)c1cccc(OCCOCCn2cncn2)c1	13%	-4%	-3%	-1%	-17%	?	-8%	-12%
CCOC(=O)C1=C(C)NC(=O)NC1c1cc2c(cc1Br)OCO2 (configuration not stated)	-16%	i	-7%	11%	-7%	6%	-23%	8%
CC1CCN(S(=O)(=O)c2ccc(S(=O)(=O)N3CCN4CCCC4C3)cc2)CC1 (configuration not stated)	?	-18%	-1%	-3%	4%	9%	-12%	12%
Cc1ccc(-c2nc(CN(C)C)cc(CN(C)C)c2O)cc1	0%	12%	-7%	3%	-3%	?	-2%	?
NC(=O)c1ccsc1NC(=O)CCS(=O)(=O)c1ccccc1	.	2%	-5%	-17%	-2%	?	-4%	-8%
CCOC(=O)c1c(C)[nH]c(O)c1C=Nc1ccc(C(F)(F)F)cc1	17%	i	0%	-8%	-7%	-26%	-19%	?
C(=N\c1nc2ccccc2n1Cc1ccccc1)/c1cccs1	?	4%	-1%	-14%	-11%	5%	3%	?
O=C(c1ccc(CS(=O)(=O)c2c(Cl)cccc2Cl)o1)N1CCCC1	-1%	-12%	-7%	-7%	2%	-4%	0%	-6%
Cc1ccc(NC(=O)c2ccc(COc3ccc4c(c3)CCC4)cc2)c(C)c1	-7%	-3%	-1%	14%	2%	-7%	1%	21%
Cc1ccc(C(=O)N/N=C/c2nc3ccccc3n2C)cc1	?	4%	-1%	-18%	-7%	?	13%	?
CN(C)S(=O)(=O)c1ccc(C(=O)OCc2ccc([N+](=O)[O-])cc2)cc1	.	-10%	0%	-2%	0%	-8%	3%	?
O=C1OCCC1Sc1nnnn1-c1ccccc1 (configuration not stated)	-3%	i	-1%	-3%	1%	-1%	-14%	?
Fc1ccc(NC(=S)Nc2ccccc2Cl)cc1	-2%[46 µM]	19%	-3%	-16%	5%	8%	18%	-2%
O=C1C2C(c3ccccc3)C=CC(c3ccccc3)C2C(=O)N1CCO (configuration not stated)	-1%	-3%	1%	.	6%	-3%	.	5%
COc1cccc(C2=NOC(C(=O)Nc3ccc4c(c3)OCO4)C2)c1 (configuration not stated)	.	0%	-1%	16%	-5%	-1%	-2%	3%
CC(=O)NC1=NN(C(C)=O)C(c2ccc(C)cc2)S1 (configuration not stated)	.	12%	-7%	.	-3%	-17%	16%	2%
OC(c1ccccc1)C(CN1CCOCC1)c1ccccc1 (configuration not stated)	.	-1%	0%	.	2%	3%	12%	.
Cc1ccc2nc(SCCC(=O)O)cc(C)c2c1	-2%	-9%	-6%	6%	0%	-26%	5%	4%
CC1CC(C)CN(S(=O)(=O)c2ccc(C(=O)OCC(=O)NCCN3C(=O)CSC3=O)cc2)C1 (configuration not stated)	.	-3%	-2%	.	-6%	13%	-9%	2%

Three compounds picked at random from those above:
SMILES	LMNA splice mod	RECQ1 helicase	TR SRC2 fluor cs	SMN2 splice enh	TRb-SRC2 inh	JMJD2E inh	GoLoco inh red	ALDH1A1 inh
Cc1ccc(-c2nc(CN(C)C)cc(CN(C)C)c2O)cc1	0%	12%	-7%	3%	-3%	?	-2%	?
O=C(CSc1nnnn1CCCO)Nc1ccc2c(c1)OCO2	.	-15%	-2%	7%	6%	0%	-4%	?
O=c1cc(-c2ccccc2)c2cc(Cl)c(O)c(CN3CCOCC3)c2o1	.	-2%	-7%	.	1%	?	1%	.

Next part.
SMILES	LMNA splice mod	RECQ1 helicase	TR SRC2 fluor cs	SMN2 splice enh	TRb-SRC2 inh	JMJD2E inh	GoLoco inh red	ALDH1A1 inh
Cc1cccc(C)c1NC(=O)C(=O)NCCc1c[nH]c2ccccc12	.	-14%	-3%	-2%	5%	3%	-3%	-3%
CCOc1ccccc1C1CC(c2ccc(Cl)cc2)Nc2nc(N)nn21 (configuration not stated)	-12%	-1%	2%	-2%	5%	-5%	8%	7%
Cc1cc(C)cc(NC(=O)c2ccc(NC(=O)C3C4CC5OC(=O)C3C5C4)cc2)c1 (configuration not stated)	?	-3%	-4%	-25%	-2%	20%	-5%	11%
Cc1ccnc(NS(=O)(=O)c2ccc(NC(=O)C3CCCCC3C(=O)O)cc2)n1 (configuration not stated)	1%	i	3%	-3%	2%	8%	-1%	3%
O=C(O)c1ccc(N2C(=O)CCCC2=O)cc1	.	-19%	-2%	.	-1%	-1%	-5%	.
Cc1occc1C(=O)NC(C)C(C)(C)C (configuration not stated)	-5%	-9%	1%	8%	-8%	3%	0%	1%
CCSc1nnc(NC(=O)c2ccc(Br)s2)s1	-4%	i	-1%	?	-6%	0%	0%	?
Cc1ccc(CSCC(=O)N/N=C/c2sccc2C)cc1	-18%	15%	-2%	5%	0%	1%	4%	-13%
O=C(CNc1n[nH]c(=O)[nH]c1=O)N/N=C/c1cccnc1	-10%	0%	1%	14%	-9%	-3%	4%	5%
CCOC(=O)C1CCN(C(=O)/C=C/c2cccs2)CC1	-2%[46 µM]	-8%	-1%	?	-11%	-6%	7%	-5%
CC(C)Cn1c(N)c(C(=O)CSc2nc3ccccc3n2C)c(=O)n(C)c1=O	2%[0.0737 µM]	-7%	0%	8%	2%	3%	8%	23%
S=c1[nH]nc(-c2ccco2)n1/N=C/c1cccc(Cl)c1Cl	-3%	i	-6%	-1%	-5%	?	-2%	-4%
CCCCOCCCNC(=O)N[C@@H](CCSC)C(=O)OC	4%	3%	-3%	-15%	1%	9%	3%	0%
O=C(CSc1nc2ccccc2s1)N1c2ccccc2Sc2ccc(Cl)cc21	?	-6%	1%	-28%	-1%	0%	2%	?
CSc1nccc(Oc2ccc(C#N)cc2)n1	4%	-4%	-2%	2%	0%	7%	21%	7%
O=C(CN1CCN(Cc2ccccc2)CC1)Nc1ccc(N2CCOCC2)cc1	14%[46 µM]	-14%	5%	9%	0%	10%	-11%	-3%
COc1cccc(C=Nc2cc(C)cc(C)c2)c1O	0%	-12%	0%	6%	-1%	2%	6%	19%
O=C1C2C3C=CC(C3)C2C(=O)N1c1ccc(-c2nc3ccccc3o2)cc1 (configuration not stated)	-4%	-2%	-2%	13µM*	1%	?	-1%	0%
CCOC(=O)N(NC(=O)C(O)(c1ccccc1)c1ccccc1)c1ccccc1	4%	-12%	4%	6%	-1%	-1%	0%	?
CCOc1cccc2sc(NC(=O)CC)nc12	-15%	i	3%	-8%	-2%	7%	5%	2%
COCCNC(=O)c1onc(CSc2cc(C)cc(C)c2)c1C(=O)O	11%[0.0737 µM]	i	0%	-6%	-2%	4%	4%	1%
CCN1CCN(Cc2ccc(NC(=O)c3ccc(C)c(NC(=O)N4CCNC4=O)c3)cc2C(F)(F)F)CC1	.	i	-3%	.	5%	0%	-5%	.
O=C(c1ccc(CSc2nc3ccncc3[nH]2)cc1)N1CCN(c2cccc(Cl)c2)CC1	?	-26%	-1%	-70%[inhibitor]	10%	3%	-4%	?
COc1ccc(CC(=O)N2CCC(c3ccccc3)C2)cc1 (configuration not stated)	?	25%	-1%	24%	5%	6%	16%	?
CC(=O)c1ccc(N2CCN(C(=O)c3ccco3)C(C)C2)c(F)c1 (configuration not stated)	7%	i	-2%	-25%	0%	3%	6%	-4%
CC(C)(C)c1nc(CN2CCOCC2)ccc1O	-6%	-4%	-4%	-14%	-4%	-5%	-2%	-6%
N#CCCn1cc(C(=O)Nc2ccc([N+](=O)[O-])cc2)c(-c2cc3ccccc3o2)n1	?	-8%	-2%	-3%	10%	3%	-4%	2%
Cc1ccccc1N(CC(=O)N/N=C/c1ccc(N(C)C)cc1)C(=O)c1ccccc1	-8%	16%	0%	14%	-5%	2%	134%[activator]	?
Cc1ccccc1-c1nnc(NC(=O)CSc2nc3ccccc3s2)s1	14%	-5%	-2%	-14%	4%	-10%	10%	7%

In the list so far, five have a furan ring, fused or not:
SMILES	LMNA splice mod	RECQ1 helicase	TR SRC2 fluor cs	SMN2 splice enh	TRb-SRC2 inh	JMJD2E inh	GoLoco inh red	ALDH1A1 inh
O=C(c1ccc(CS(=O)(=O)c2c(Cl)cccc2Cl)o1)N1CCCC1	-1%	-12%	-7%	-7%	2%	-4%	0%	-6%
Cc1occc1C(=O)NC(C)C(C)(C)C (configuration not stated)	-5%	-9%	1%	8%	-8%	3%	0%	1%
S=c1[nH]nc(-c2ccco2)n1/N=C/c1cccc(Cl)c1Cl	-3%	i	-6%	-1%	-5%	?	-2%	-4%
CC(=O)c1ccc(N2CCN(C(=O)c3ccco3)C(C)C2)c(F)c1 (configuration not stated)	7%	i	-2%	-25%	0%	3%	6%	-4%
N#CCCn1cc(C(=O)Nc2ccc([N+](=O)[O-])cc2)c(-c2cc3ccccc3o2)n1	?	-8%	-2%	-3%	10%	3%	-4%	2%
